# HIV fusion peptide = cell-free HIV fusion peptide-binding blockers – biochemical, uHTS, fluorescence dequenching, primary screen (AID 1986) | 0.3% of 290,000 active | cell-free peptide binding, fluorescence dequenching, 30 min; higher % means a stronger effect | inhibition, % at 20 µM, or IC50 in µM where a hit was titrated; in the data active means inhibition mostly above about 52%, no sharp cut-off; inactive means mostly below about 76%; further: some results filed as inactive read as strong as hits
# Dynein transport = blocks dynein driven cargo transport along microtubules; 3617.4 mouse cells, GR-EGFP nuclear translocation imaging; test concentration mostly 20 µM; stimulated with dexamethasone, 1 µM; hits give low values; z-score, hits read low; 0.47% of 220,000 active; AID 1381;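 active means plate z-score of nuclear minus cytoplasmic receptor signal below a set negative limit, without overly bright fluorescence or cell loss, cut at about -3.5 in these data, passing the limit was not always enough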;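 further: z-score of nuclear minus cytoplasmic ring GR-EGFP intensity difference per well; some compounds called inactive have numbers as strong as hits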
#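 medium = tetracycline-free induction medium containing charcoal-stripped FBS | also added = 1.0 µM final dexamethasone stimulus | schedule = 48 h induction, 1 h compound, 30 min dex at 37 °C | technique = fixed, Hoechst-stained cells imaged at 10x for EGFP | measure = GR-EGFP nuclear translocation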
# WT yeast gro inh = growth inhibition of WT yeast, mitochondrial fusion screen; mitochondrial fusion phenotypic screen, WT strain; AID 1362; 2.1% of 190,000 active; inhibition, % at 10 µM; in the data active means inhibition above about 58%; tested in S. cerevisiae
# MT stabilize HCS = microtubule stabilization, imaging screen; HeLa tubulin immunostaining HCS, 24 h; share of cells brighter than vehicle mean+2SD; % tubulin-high responders, % at 10 µM; 0.83% of 200,000 active; AID 2205;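 active means plate Z-score above 3 for both tubulin-high and condensed-nucleus cell shares, with cell loss under 80%, at 10 µM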;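 further: anti alpha tubulin signal scored within the nucleus-defined area of each cell; some results filed as inactive read as strong as hits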
# Ins promoter up = MIN6 insulin promoter up-regulation | MIN6 insulin promoter-GFP reporter, high-content imaging; hits give high values | z-score at 5 µM | 0.3% of 190,000 active;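 active means z-score above 3 at 5 µM with at least 500 cells counted in the well; inconclusive means wells under 500 cells, flagged as cytotoxic or low count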
# Autophagy mod = autophagy modulation, high-content screen; MEF GFP-LC3 puncta imaging; test concentration mostly 10 µM; calls only at 10 µM (by protocol); 0.98% of 190,000 active;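 active means percentage of spot-positive cells more than 3 SD above its plate mean, without a fluorescence outlier flag or 80% toxicity; inconclusive means no clear call, values can overlap the other calls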;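 further: spot-positive cell cutoff set from DMSO-treated cells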
# Yfh1-off respiration = mitochondrial function rescue without frataxin homolog – Friedreich's ataxia, plus single-dose screen, dose response (AID 1465) | one-dose fold induction at 50 µM; EC50 in µM for titrated hits | 0.074% of 220,000 active | S. cerevisiae Yfh1-off respiration, WST-1 reduction, 72 h; higher fold induction means a stronger effect;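 active means fold induction of absorbance versus untreated yeast above a set limit, then at least 30% activation at any dose in follow-up; inconclusive means repeats straddling the limit, or above it without dose testing; inactive means fold induction below the set limit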;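 further: activators that raise dye reduction in frataxin-depleted yeast; strong numbers were not always called active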
# AID2073 = inhibitors of Mint1-CaV2.2 protein interaction, biochemical, HTRF (AID 2073) | HTRF protein-protein interaction, Mint1-CaV2.2; higher % means a stronger effect | one-dose inhibition, % at 20 µM; IC50 in µM for titrated hits | 0.19% of 290,000 active; in the data active means inhibition mostly above about 51%, no sharp cut-off; inconclusive means no clear call, values can overlap the other calls; inactive means mostly below about 53%; further: some results filed as inactive read as strong as hits
# bCat nuc transl = beta-catenin nuclear translocation modulation; 0.3% of 190,000 active; HeLa beta-catenin nuclear translocation, immunofluorescence imaging; nuclear translocation activity, % at 5 µM;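 active means nuclear translocation activity above 50% at 5 µM, with a well cell count of 50 or more; inconclusive means wells under 50 cells across six images, flagged as toxic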;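 further: per-cell ratio of nuclear to cytoplasmic median beta-catenin stain intensity; plate controls were DMSO negative control for no effect and GSK-3 inhibitor IX positive control for full effect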
#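 System: HeLa cells, endogenous beta-catenin; compound dosing: 5 µM primary single dose, 0.1% DMSO, 0.02–20 µM confirmation series; incubation: 24 h compound exposure at 37°C, 5% CO2; signal: beta-catenin immunofluorescence imaging with DAPI; evaluation: % activation, nuclear-to-cytoplasmic median beta-catenin signal ratio per cell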
# WT yeast gro inh mutant strain = second read-out of WT yeast gro inh, no call of its own (marks repeat the call); inhibition, %; mitochondrial fusion phenotypic screen, mutant strain inhibition
# Dynein transport cytoplasmic EGFP = recorded beside Dynein transport, whose call it bears; z-score; measured here: cytoplasmic GR-EGFP intensity; hits give high values
# Dynein transport nuclear GR-EGFP = also measured in Dynein transport; calls as there; z-score; measured here: nuclear GR-EGFP intensity;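 lower value marks the stronger effect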
# Dynein transport cell count = further read-out of Dynein transport, marked with its call; z-score; measured here: cell count per field
# Ins promoter up cell count = second read-out of Ins promoter up, no call of its own (marks repeat the call); cell count; measured here: cytotoxicity, nuclei count;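 total cells summed across four imaged fields per well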
# bCat nuc transl cell count 5 µM = second read-out of bCat nuc transl, no call of its own (marks repeat the call); cell count; measured here: cell count, cytotoxicity flag
# MT stabilize HCS Hoechst-high % = second read-out of MT stabilize HCS, no call of its own (marks repeat the call); % Hoechst-high responders; measured here: nuclear condensation Hoechst responders;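 share of cells brighter than vehicle mean plus two SD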
# MT stabilize HCS cytotoxicity % = further read-out of MT stabilize HCS, marked with its call; toxicity, %; measured here: cytotoxicity by cell density;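 0% = mean cell density of plate MIN control wells and 100% = no cells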
# Autophagy mod cell loss 18 h = also measured in Autophagy mod; calls as there; toxicity, %; measured here: cell loss, nuclei count;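 cell loss after 18 h compound exposure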
# Starred values were filed as active, the others as inactive; i = inactive; ? = inconclusive; . = no result given; + = active, no number.
SMILES,HIV fusion peptide,Dynein transport,Dynein transport cytoplasmic EGFP,Dynein transport nuclear GR-EGFP,Dynein transport cell count,WT yeast gro inh,WT yeast gro inh mutant strain,MT stabilize HCS,MT stabilize HCS Hoechst-high %,MT stabilize HCS cytotoxicity %,Ins promoter up,Ins promoter up cell count,Autophagy mod,Autophagy mod cell loss 18 h,Yfh1-off respiration,AID2073,bCat nuc transl,bCat nuc transl cell count 5 µM
CC(C)(C)c1ccc(C(=O)N/N=C/c2cccc(Cl)c2)cc1,0.6%,-0.044,-0.24,0.64,0.56,5,91,1.4,2.3,12,0.1,843,i,7,i,6%,-3.9,1114
Cc1sc2nc(CN(Cc3cccs3)C(=O)C3CC3)[nH]c(=O)c2c1C,-0.2%,4.3,0.032,2.1,-2.2,-1,-16,3.9,3.2,4.8,0.32,1306,i,30,i,-5%,-8.8,922
COc1ccc(Nc2cc(C)c3ccccc3n2)cc1,1.9%,-0.54,-0.3,0.44,-0.5,13,25,1.2,1.5,3.2,-1.6,1189,i,11,i,-1%,-0.7,1130
COc1ccc(OCc2nnc(SCC(=O)NCc3ccco3)o2)cc1,-0.1%,-0.17,-0.22,0.0087,0.43,7,-40,3.1,2.0,7.8,-0.29,1252,i,5,i,-2%,-2.5,963
Cc1ccc(S(=O)(=O)CC2CSc3nnc(C)c(=O)n32)cc1 (stereo not drawn),-0.9%,-0.32,-0.26,-0.15,0.32,13,14,2.0,2.8,1.0,-0.42,1934,i,-10,i,6%,0.8,1131
Cn1c(-c2ccccc2)c(C(=O)CCl)c2ccccc21,-0.2%,-3.8*,0.43*,-1.4*,-0.75*,10,33,7.0,5.6,0.5,-2.3,1126,i,69,i,2%,0.6,947
O=C(NCc1ccc2c(c1)OCO2)C1CCC(CNS(=O)(=O)c2ccccc2)CC1 (stereo not drawn),4.8%,-0.1,0.086,-0.12,0.065,-6,-8,2.3,1.3,8.2,0.28,1252,i,-6,i,11%,-1.7,1183
COc1ccc(NC(=O)COC(=O)C23CCC(=O)N2c2ccccc2S3)cc1 (stereo not drawn),-0.5%,-0.46,-0.21,0.012,0.092,1,11,1.9,2.0,7.2,-0.56,925,i,-2,i,-26%,0.2,1129
Cn1c(Cc2csc(N)n2)nnc1SCC(=O)NC1CCCCC1,-1.7%,-0.18,-0.17,-0.21,0.69,-19,7,5.8,2.0,5.0,1.2,1410,i,38,i,-42%,5.5,589
CC(C)CNC(=S)NNC(=O)c1ccccc1OC(F)F,-2.4%,-0.37,-0.085,0.15,-0.7,-10,2,1.4,1.2,6.3,-0.55,977,i,-5,i,-51%,-1.9,1102
CCN(CC)CCN1C(=O)C(=O)/C(=C(/O)c2c(C)[nH]c(C(=O)OC)c2C)C1c1cccc(OC)c1 (stereo not drawn),-0.5%,-0.23,-0.16,0.11,0.19,-9,14,3.6,2.9,14,1.3,1124,i,14,i,0%,-0.1,1246
CCOc1ccc(C/C(O)=C2\C(=O)CC(C)(C)CC2=NCC(=O)O)cc1OCC,0.9%,-0.98,-0.31,-0.45,1,1,5,6.1,1.2,6.6,.,.,i,-40,i,-1%,-0.9,1095
O=C(NC(=S)Nc1ccccc1Cl)c1csnn1,0.8%,-0.25,-0.17,-0.31,0.6,10,-6,1.6,1.8,7.4,-0.41,1340,i,2,i,-8%,1.8,1401
O=C1CCCCCN1C(=O)c1ccc(C(=O)N2CCCCCC2=O)cc1,-0.5%,-0.3,-0.22,-0.21,0.81,6,4,1.9,2.0,6.3,-0.22,1247,i,-12,i,-3%,-1.6,1183
Brc1ccc2[nH]c3c(NCc4ccccn4)ncnc3c2c1,0.6%,0.34,-0.32,0.13,1.1,.,.,.,.,.,-0.63,1441,.,.,i,7%,1.0,1176
CCc1cccc(CC)c1NC(=O)c1ccccc1CCc1ccccc1,0.3%,0.28,-0.082,0.17,-0.45,-1,-2,1.8,3.9,7.5,-0.74,1458,i,13,i,4%,-0.7,1044
CNC(=O)Nc1cc(NC(=O)NC)cc(C(F)(F)F)c1,0.4%,0.23,-0.025,0.16,0.47,.,.,.,.,.,0.42,1154,.,.,i,3%,1.1,1207
COc1cccc(S(=O)(=O)Nc2cccnc2)c1,-1.6%,1.9,-0.18,1.4,-0.67,1,-7,2.7,1.4,22,.,.,i,1,i,9%,-1.0,1024
Cc1ccc(-c2nnn(CC(=O)N(c3cccc(F)c3)C(C(=O)NC3CCCC3)c3ccco3)n2)o1 (stereo not drawn),-0.3%,0.26,-0.22,0.94,0.33,2,-7,3.8,3.2,10,0.95,1142,i,20,i,16%,-0.4,1147
FC(F)(F)c1cccc(Sc2cc(C(F)(F)F)nc(-c3ccccn3)n2)c1,0.2%,1.3,-0.23,-0.34,-0.19,22,33,5.2,2.5,2.9,.,.,i,1,i,7%,.,.
Cc1cc(C)c2nc(SC3CCOC3=O)cc(C)c2c1 (stereo not drawn),-0.6%,0.4,-0.27,0.23,0.13,18,4,3.3,1.0,1.0,.,.,i,9,i,3%,0.1,1582
Cn1cnnc1SCC(=O)NCc1cccc(C(F)(F)F)c1,1.2%,0.26,-0.28,-0.15,0.47,1,0,4.2,1.6,5.5,-0.26,1973,i,5,i,-4%,-0.6,1059
CCc1nnc(NC(=O)CSc2nc3ccccc3c(=O)n2CCCOC)s1,-1.8%,-0.42,-0.26,-0.18,0.88,0,-3,3.6,2.4,0.1,0.71,1246,i,8,i,-1%,-4.6,431
CC(C)NC(=O)C(=O)NCCN1CCN(S(=O)(=O)c2ccc(Cl)cc2)CC1,-0.8%,1.1,-0.14,0.43,-0.62,7,-41,1.4,1.6,10,.,.,i,0,i,-5%,-11,949
O=C(O)CCC(=O)Nc1ccc(Br)cc1C(=O)c1ccccc1Cl,0.7%,-0.6,0.46,-0.14,0.57,.,.,.,.,.,-0.49,987,.,.,i,6%,2.0,1349
Nc1nc(N2CCOCC2)nc2ccccc12,-1.9%,2.9,-0.037,2.2,-2.2,-1,-6,6.2,2.7,5.6,-0.85,1109,i,2,i,3%,-6.0,1191
COC(=O)c1nnn(-c2nonc2N)c1CSc1ccc(Cl)cc1,0.8%,0.77,-0.25,0.68,0.085,1,1,2.6,3.1,6.4,-0.13,1268,i,-4,i,1%,1.8,923
COc1cc(NC(=O)NC(C)(C(F)(F)F)C(F)(F)F)cc(OC)c1OC,-3.6%,-1.4,-0.12,-0.52,2.5,12,20,1.8,1.6,11,0.3,916,i,14,i,-8%,-1.5,1191
Cc1cccc(C2C3=C(Nc4[nH]n(-c5ccccc5)c(=O)c42)c2ccccc2C3=O)c1 (stereo not drawn),20%,-0.2,-0.32,-0.33,0.57,-3,-8,4.0,3.7,6.1,-4.1,632,+,-5.2*,i,4%,-0.1,936
COc1ccc(/C=N/NC(=O)c2sc3nc(C)cc(C)c3c2N)cc1,-2.7%,0.18,-0.23,0.54,0.78,.,.,.,.,.,0.27,974,.,.,i,13%,-1.4,1387
COc1cc(OC)nc(-n2ncc(OC)c(Br)c2=O)n1,-1.4%,-0.14,-0.29,-0.12,-0.68,-15,-4,4.5,2.7,6.6,0.61,1428,i,-23,i,2%,.,.
CN(C)/C=N/c1nc2nccc(-c3ccccc3)n2n1,-0.7%,0.36,-0.28,-0.0024,-0.31,-6,-1,1.0,4.1,4.3,-0.25,1025,i,-9,i,49%,-1.6,1121
Cc1ccc(C)c(C(=O)Nc2c(C(N)=O)oc3ccccc23)c1,3.7%,0.33,-0.12,0.45,-0.06,3,-6,3.6,3.5,12,-0.8,977,i,3,i,-2%,.,.
CCc1ccc(S(=O)(=O)NCc2cn3ccccc3n2)s1,-0.1%,0.82,-0.24,0.4,-0.18,-5,11,2.1,1.3,1.0,0.91,888,i,0,i,-4%,-1.0,1186
S=c1[nH]nc(-c2ccc3ccccc3n2)n1-c1cc(Cl)cc(Cl)c1,2.9%,0.18,-0.21,0.39,-0.64,60*,9.3*,2.8,2.7,8.1,-0.87,1220,i,15,i,9%,2.0,1154
CC1(O)C(=O)c2ccccc2N(c2ccccc2)C1=O (stereo not drawn),0.9%,-0.55,-0.21,-0.29,0.46,11,11,3.8,1.7,8.2,.,.,i,-2,?,13%,-5.7,586
O=C(Nc1cccc(Br)c1)c1ccc(OC2CSC2)cc1,3.5%,-0.48,-0.35,-0.23,0.77,5,21,2.9,2.3,9.5,-0.13,1173,i,-5,i,-2%,-0.4,1070
COc1cc(/C=N/NC(=O)Cc2csc(N3CCOCC3)n2)cc(OC)c1O,-3.5%,0.47,-0.37,0.5,1.1,12,-3,7.6,1.9,11,-0.05,1137,i,26,i,1%,0.6,963
O=C(Nc1nnc(Cc2ccccc2)s1)c1ccco1,1.2%,0.91,-0.058,0.57,0.32,-6,-4,1.7,1.2,6.1,-0.36,982,i,-13,i,-5%,.,.
COc1ccc(/C=C/C(=O)N(Cc2ccccc2)c2ccccn2)cc1OC,-0.6%,2.9,-0.09,0.9,-1.6,-2,-1,3.1,1.3,17,-0.31,1405,i,1,i,-12%,0.5,1545
CC(NC(=O)C(C)(C)C)C(c1cccs1)N1CCOCC1 (stereo not drawn),-3.0%,-0.9,-0.25,-0.54,1.2,.,.,.,.,.,0.83,1057,.,.,i,-5%,-0.7,1270

# Assay outcomes: PubChem, several laboratories
